Compound activity: PubChem BioAssay, several laboratories
Hsp70 act: transcriptional activators of Hsp70; HeLa Hsp70 promoter luciferase reporter, luminescence; scaled: vehicle 0, proteasome-inhibitor control 100%; activation, % at 10 µM; 0.04% of 200,000 active;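 active means activation above the mean across all tested compounds plus 3 SD, cutoff set per campaign, cut at about 5.5% in these data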;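 further: 100% = MG132 at 30 µM as the positive control and 0% = DMSO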
PMI activator: increases human mannose-6-phosphate isomerase activity | purified human PMI, coupled resazurin fluorescence, 20 min; active compounds read high; 1 = vehicle control, 0 substrate-free wells | AID 1214 | activation factor at 20 µM | 0.005% of 190,000 active | P34949;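 active means activation factor of 2 or more at 20 µM, relative to plate controls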
Target sequence (P34949 whole entry, looked up): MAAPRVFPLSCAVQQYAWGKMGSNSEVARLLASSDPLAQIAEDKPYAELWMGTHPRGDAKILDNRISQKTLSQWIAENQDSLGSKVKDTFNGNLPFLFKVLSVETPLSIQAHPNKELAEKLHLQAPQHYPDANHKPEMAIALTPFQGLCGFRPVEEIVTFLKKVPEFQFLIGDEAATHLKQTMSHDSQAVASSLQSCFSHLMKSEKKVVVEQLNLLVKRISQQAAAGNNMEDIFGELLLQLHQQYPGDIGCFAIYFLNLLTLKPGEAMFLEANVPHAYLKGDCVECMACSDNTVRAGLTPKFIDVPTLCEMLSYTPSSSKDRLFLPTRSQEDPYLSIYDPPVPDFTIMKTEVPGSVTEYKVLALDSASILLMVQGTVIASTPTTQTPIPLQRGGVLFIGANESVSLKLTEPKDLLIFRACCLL
S1P3 antag: S1P3 (human) receptor antagonism; AID 485; inhibition, % at 4.98 µM; 0.27% of 170,000 active; CHO S1P3 NFAT-BLA reporter, FRET fluorescence, antagonist mode; Q99500;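 active means inhibition above the plate cutoff, the mean inhibition of test wells on that plate plus 3 SD, cut at about 28% in these data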;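 further: cells challenged with S1P at its EC80 of 0.8 µM; blue over green emission ratio from cleaved BLA substrate after 4 h stimulation; 0% = S1P-stimulated wells and 100% = unstimulated DMSO-only wells; some compounds past the cut are filed as inactive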
Efa HMGR inh: inhibitors of class II HMG-CoA reductase from Enterococcus faecalis; purified E. faecalis HMGR, NADPH absorbance 340 nm kinetic; inhibition, % at 10 µM; 0.41% of 190,000 active; AID 1066;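 active means inhibition above a set limit, the median over all tested compounds plus 3 SD, cut at about 9.5% in these data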;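 further: enzyme runs in reverse so mevalonate oxidation gives rising NADPH absorbance; 0% = complete reaction with DMSO and 100% = background rate lacking mevalonate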
TNAP inh hi DEA: inhibitors of human TNAP at high phosphate acceptor concentration. P05186. purified TNAP, CDP-star luminescence, 1 M DEA. inhibition, % at 20 µM. 0.03% of 200,000 active;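 active means over 50% inhibition of tissue-nonspecific alkaline phosphatase at 20 µM in the single-dose screen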;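 further: plate controls were DMSO wells for no effect and EDTA-quenched wells as full inhibition for full effect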
Target sequence (P05186 whole entry, looked up): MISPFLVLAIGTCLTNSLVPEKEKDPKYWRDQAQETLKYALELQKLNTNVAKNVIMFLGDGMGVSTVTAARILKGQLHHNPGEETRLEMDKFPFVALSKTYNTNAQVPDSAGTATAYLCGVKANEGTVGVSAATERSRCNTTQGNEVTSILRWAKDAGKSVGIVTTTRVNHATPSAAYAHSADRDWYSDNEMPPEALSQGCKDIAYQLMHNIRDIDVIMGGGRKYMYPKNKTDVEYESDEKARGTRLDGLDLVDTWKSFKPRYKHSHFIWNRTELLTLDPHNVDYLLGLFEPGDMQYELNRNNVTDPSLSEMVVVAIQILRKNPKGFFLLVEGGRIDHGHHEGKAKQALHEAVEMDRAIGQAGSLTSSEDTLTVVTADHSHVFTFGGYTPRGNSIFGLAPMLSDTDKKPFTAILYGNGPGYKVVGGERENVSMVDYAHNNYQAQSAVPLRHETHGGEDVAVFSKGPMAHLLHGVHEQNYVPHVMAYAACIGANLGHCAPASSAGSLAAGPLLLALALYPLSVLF
Lmaj promast: Leishmania major promastigote growth inhibition; Leishmania major promastigotes, resazurin fluorescence viability; inhibition, % at 10 µM; 9% of 200,000 active; AID 1063; in the data active means inhibition above about 50%;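 further: promastigotes grown with compound for 44 hours at 28 °C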
Redox H2O2 prof: compounds producing H2O2 with reducing agent – biochemical, NIH compound library profiling, artefact control for MLSCN library redox annotation, primary screen | activation, % at 10 µM | 0.03% of 200,000 active | DTT-dependent redox cycling H2O2, phenol red/HRP absorbance; 100% = 100 µM peroxide control, 0% = buffer | AID 878;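 active means activation of at least 50% relative to the plate's high and low controls in the primary single-dose screen; inactive means activation below 50%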;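 further: compound incubated with DTT at 0.8 mM final as the reducing agent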
RAM network inh: blocks the yeast RAM network; S. cerevisiae dse1pr::URA3 reporter, 5-FOA growth OD615, 2 d; analog-sensitive cbk1-as2 kinase mutant strain; inhibition, % at 50 µM; 1.8% of 190,000 active; AID 868;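 active means inhibition above a set limit, 3 SD over mean compound inhibition, cut at about 8.4% in these data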;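 further: 0% = DMSO-only wells with no growth and 100% = 10 µM 1-NA-PP1 full growth; inhibition rescues growth on 5-FOA so higher OD means more RAM inhibition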
PMI act hi M6P: PMI (human) activation, high substrate | coupled PMI enzyme assay, resazurin fluorescence, 20 min; active compounds read high; 1 = untreated enzyme, 0 = substrate-free blank | activation factor at 20 µM | P34949 | 0.34% of 190,000 active;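 active means activation factor of 2 or more at 20 µM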
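Test system – human PMI in coupled enzyme assay · Timing – 20 min incubation at room temperature · Detection – Diaphorase-driven resazurin-to-resorufin fluorescence, excitation 544, emission 590 nm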
TNAP inh noacc: blocks human TNAP activity with no phosphate acceptor present | P05186 | purified TNAP, CDP-star luminescence, 30 min | inhibition, % at 20 µM | 0.26% of 200,000 active;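 active means tissue-nonspecific alkaline phosphatase inhibition above about 50% at 20 µM in the single-dose screen, limit read from the data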;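 further: 0% = DMSO negative control and 100% = EDTA positive control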
The depositor's hits bear a star; nt = no result given.

SMILES	Hsp70 act	PMI activator	S1P3 antag	Efa HMGR inh	TNAP inh hi DEA	Lmaj promast	Redox H2O2 prof	RAM network inh	PMI act hi M6P	TNAP inh noacc
Cc1ccccc1-n1nc(C)c2cc(C(=O)N3CCOCC3)sc21	0.1	1	-14	-4	-6	0	-0.3	-0.3	1	-9
COC(=O)c1sc2cc(C(F)(F)F)cnc2c1-c1cccnc1	-0.1	0.9	nt	-1	-2	-6	1.5	-0.2	0.9	-5
CCOc1ccc2nc(CN3CCN(Cc4ccsc4)C(CCO)C3)ccc2c1 (stereo unspecified)	-0.4	1	-2	-6	-1	21	0.1	-0.2	0.9	-8
COc1ccc2ncc(S(=O)(=O)c3ccccc3)c(N3CCN(c4ccccc4)CC3)c2c1	0.3	0.8	-6	2	-2	99*	1.2	0.3	0.8	1
CN(C)Cc1nc2ccccc2c(=O)n1Cc1nc(C(C)(C)C)cs1	-0.6	1.1	-16	-4	-6	13	1.0	1.0	1	-14
Nc1nc(C23CC4CC(CC(C4)C2)C3)cs1	0.1	0.9	nt	-3	-8	41	0.3	2.5	1	-13
COc1ccc(NS(=O)(=O)c2ccc3nc(COc4ccc5ccccc5c4)[nH]c3c2)cc1	0.0	1	4	1	-1	27	0.3	6.1	1	-63
COc1ccc(Br)cc1CN1CCCCCCC1	-0.2	1	nt	-6	-2	21	-0.3	2.3	1.1	-9
CCCc1nc2c(nnn2Cc2ccccc2Cl)c(=O)[nH]1	-0.1	1.1	-23	3	-3	-8	-1.0	1.6	1.1	-8
CCOC(=O)c1c(C2COc3ccccc3O2)csc1NC(=O)c1ccco1 (stereo unspecified)	-0.3	0.4	-12	2	-4	3	1.9	6.5	0.9	0
O=C(NC1=NCCS1)c1ccc(Cl)c(S(=O)(=O)N2CCCC2)c1	-0.3	1.1	9	1	4	-4	0.4	0.1	1.1	-4
Cc1nn(C)cc1/C=N/NC(=O)Cn1nccc1C	-0.2	1	1	-3	0	-4	-0.1	2.2	1.1	-15
Nn1c(SCC(=O)Nc2ccc(F)cc2F)nnc1-c1cccnc1	0.0	1	-33	-1	-6	-3	-5.4	0.3	1	-10
CCOc1ccccc1OCCOCCOc1ccccc1[N+](=O)[O-]	-0.4	1	1	-4	0	-2	0.3	0.6	0.9	-13
CCOC(=O)C(C)Sc1nc(=O)n2ccccc2n1 (stereo unspecified)	-0.1	1.2	-5	-6	-3	0	-1.1	-0.6	1.1	-2

Compound profiles (already shown).
CCOC(=O)C(C)Sc1nc(=O)n2ccccc2n1 (stereo unspecified) is listed as Hsp70 act = -0.1; PMI activator = 1.2; S1P3 antag = -5; Efa HMGR inh = -6; TNAP inh hi DEA = -3; Lmaj promast = 0; Redox H2O2 prof = -1.1; RAM network inh = -0.6; PMI act hi M6P = 1.1; TNAP inh noacc = -2
CN(C)Cc1nc2ccccc2c(=O)n1Cc1nc(C(C)(C)C)cs1 is listed as Hsp70 act = -0.6; PMI activator = 1.1; S1P3 antag = -16; Efa HMGR inh = -4; TNAP inh hi DEA = -6; Lmaj promast = 13; Redox H2O2 prof = 1.0; RAM network inh = 1.0; PMI act hi M6P = 1; TNAP inh noacc = -14

The results go on:
SMILES	Hsp70 act	PMI activator	S1P3 antag	Efa HMGR inh	TNAP inh hi DEA	Lmaj promast	Redox H2O2 prof	RAM network inh	PMI act hi M6P	TNAP inh noacc
Cn1ncc(N=Cc2ccccc2)c1C(N)=O	-0.2	0.9	nt	1	-7	-2	-0.8	2.1	1	-8
COc1ccccc1NC(=O)Cn1c(O)c(N=NC(=O)c2ccccc2O)c2ccccc21	0.5	0.9	-7	-8	12	11	0.4	2.5	0.9	5
COCCNc1ccc(S(=O)(=O)N2CCCC2)cn1	0.2	1.1	-12	-5	0	-3	0.0	0.0	1.1	-10
CCC1SC2=NCN(c3ccccc3)CN2C1=O (stereo unspecified)	-0.1	0.8	-12	-3	-5	0	-3.0	2.6	0.8	0
COc1ccc(S(=O)(=O)c2ccc(OC)c(OC)c2)cc1OC	-0.2	1.1	-16	-2	-7	-13	1.6	1.5	1	7
COc1cc(C(=O)NCC(=O)n2nc(C)cc2C)cc(OC)c1OC	-0.3	0.8	nt	-2	-4	-4	1.6	1.3	0.9	-12
CCOCCCNCc1ccc(OC)cc1	-0.3	1	nt	2	-4	32	-0.1	0.6	1	-14
COc1ccc(C=NCCCN2CCOCC2)cc1	-0.3	1	nt	-3	-2	1	2.3	0.9	1	-10
O=C(CSc1ncc(-c2ccccc2)nn1)NCc1ccco1	-0.2	0.9	-14	0	-6	1	-0.4	1.9	1	-10
CN(C)c1ccc(C2CC(c3ccccc3)=Nc3nc(-c4ccccc4)cn32)cc1 (stereo unspecified)	-0.2	1	17	-3	0	91*	0.0	-0.6	0.9	-6
CCCNC(=O)NCc1ccc(N2CCCC2=O)cc1	0.0	1	nt	-10	-5	-2	0.0	0.3	1	1
CCN(C1CCCCC1)S(=O)(=O)c1ccc(S(=O)(=O)N(CC(=O)Nc2ccccc2)C2CC2)cc1	-0.3	0.9	nt	-1	-8	7	2.9	1.5	0.9	-6
CCN1C(=O)c2ccccc2S(=O)c2ccc(C(=O)NC3CC3)cc21 (stereo unspecified)	0.1	1	-30	-9	1	-2	-0.7	1.9	1.1	22
CN1C(=O)C2ON(c3ccccc3)C(c3cccs3)C2C1=O (stereo unspecified)	0.8	1	-51	1	0	-5	0.4	3.0	0.9	-8
Cc1ccccc1/C(N)=N/OC(=O)N1c2ccccc2Sc2ccccc21	-0.2	0.8	nt	-4	1	93*	-3.3	0.4	0.8	-8
CC(=O)C1=C(c2ccccc2)OC(N)=C(C#N)C1c1ccccc1F (stereo unspecified)	-0.2	1.2	-7	-1	8	38	-0.4	2.1	1.3	-13
COc1ccc(/C=C(/NC(=O)c2ccc(OC)c(OC)c2)C(=O)NCCc2c[nH]c3ccccc23)cc1	0.0	0.9	-8	0	-3	-2	-0.2	2.8	0.8	-19
Cc1cc(S(=O)(=O)Nc2nc(CN3CCOCC3)nc3sc4c(c23)CCCC4)ccc1F	-0.5	1.1	nt	0	1	1	0.2	1.0	1.1	-5
O=C(NC(C(=O)c1ccccc1)N1CCOCC1)c1ccccc1 (stereo unspecified)	-0.3	0.9	-6	-6	-3	-5	-2.8	0.3	0.9	-6
CC1=NNC(=O)/C1=C\c1cn(-c2ccccc2)nc1-c1ccc(F)cc1	0.3	0.9	-2	-8	0	100*	-10	2.3	0.8	-18
CC(=O)NCCc1nc2cc(NC(=O)c3cccs3)ccc2n1C	-0.2	1.1	-6	1	-3	-6	-0.1	0.2	1.1	-14
Cc1ccc(Cl)c(OCCN2CCCC(C)C2)c1 (stereo unspecified)	-0.2	1	1	4	-2	91*	-0.5	-0.1	1.1	-13
Cc1ccc(S(=O)(=O)NCc2ccc3[nH]c(C)cc3c2)cc1	-0.2	1.1	-4	1	0	-6	-1.8	6.4	0.8	-5
CC(=O)n1cc([C@@H]2C=C(C(=O)NCc3ccccc3)O[C@H](OCCCCO)C2)c2ccccc21	-0.1	0.9	-3	-3	2	11	-0.6	3.1	0.5	-2
COC(=O)/C=C1/N/C(=N\c2nc(C)cc(C)n2)N(c2cccc(C)c2)C1=O	-0.4	0.8	-4	-9	0	10	0.0	0.2	0.5	-3
CCOc1ccc2nc(SCc3ccc(CC(=O)O)cc3)c(C#N)cc2c1	-0.2	nt	-4	4	2	-5	1.1	9.5*	nt	0
COc1ccc(NC(=O)Cn2cnc3c(nnn3-c3ccc(C)cc3)c2=O)cc1	0.3	1.1	-1	-4	-4	-8	-0.6	4.3	1	-10
CCN(CC)CCCNC(=O)Cn1cc2c(n1)CCC(C)C2 (stereo unspecified)	-0.4	1	-17	3	-1	-6	-1.4	2.7	1	-11
CCOc1ccccc1NC(=S)NC1CCCCC1	-0.3	1.1	0	7	0	92*	-0.5	-0.1	1	7
O=C(CSc1nc2ccccc2o1)NC1CCCC1	-0.6	0.9	3	-3	-2	1	-0.4	-0.1	0.9	-8
CC(C)(C)NC(=O)C(c1ccc(O)cc1)N(C(=O)CCC(=O)Nc1nccs1)c1ccccc1F (stereo unspecified)	0.1	1	10	-2	-6	-10	-0.5	5.4	1	-11
Cc1cc(C)c(OCC(=O)Nc2cccc(NC(=O)c3ccco3)c2)c(Br)c1	-0.3	0.9	-3	-1	-8	5	0.5	4.0	0.9	-20
CC1=CC2=NC(=O)CC(C)(C(=O)N(CC(=O)NC3CCCC3)c3cc(C)cc(C)c3)N2C=C1 (stereo unspecified)	-0.3	0.9	-12	-2	0	-6	-2.1	4.2	0.9	-3
COC(=O)Cc1c(C)c2ccc(OCC(=O)N3CCOCC3)cc2oc1=O	-0.2	0.9	-20	-1	-6	0	5.0	1.9	0.9	-15
COc1ccc(N2CCN(C(=S)NC(C)c3ccccc3)CC2)cc1 (stereo unspecified)	0.0	0.9	3	-1	3	-3	-0.6	3.2	0.7	3
CCC(=O)Nc1ccc(S(=O)(=O)NCCc2ccccc2)cc1	0.1	1	nt	2	-9	6	1.2	-0.5	1	-19
CCOC(=O)C(C)Sc1nc2c(c(=O)[nH]c(=O)n2C)n1Cc1ccc(Cl)cc1 (stereo unspecified)	-0.5	1	-17	0	-2	-2	-1.0	1.8	1	-8
CN(C)/C=N/c1sc2c(c1C#N)CCCCC2	0.0	0.9	1	1	-2	-8	-0.3	0.7	0.9	-5
Cc1sc2nc3n(c(=O)c2c1C)CCCS3	-0.3	0.8	-15	2	1	-4	-0.8	0.0	0.8	-4
CCOP(=O)(O)c1ccccc1OCCOc1ccccc1P(=O)(O)OCC	-0.2	1.1	nt	-2	-7	-10	0.1	-0.7	1.1	-24
COc1ccc(CC(=O)NCc2ccccc2Cl)cc1S(=O)(=O)N1CCOCC1	0.0	nt	-14	-4	nt	-2	1.1	1.9	nt	nt
CCOC(=O)C1=C(CNCCOc2ccc(OC)cc2)NC(=O)NC1c1ccc2c(c1)OCO2 (stereo unspecified)	0.3	0.9	2	1	-2	16	0.4	-1.4	0.9	-9
Cc1cc(C)cc(-n2c(C)cc(/C=N/NC(=O)c3cccc([N+](=O)[O-])c3C)c2C)c1	-0.4	1	nt	0	-5	0	0.0	-0.4	1	-7
CC(=O)Oc1ccc(C(=O)Nc2cccc(C(=O)NC(C)(C)C)c2)cc1	-0.1	1	1	4	-4	-5	-0.2	-0.7	1	-15
N/C(=N\c1nc2ccccc2o1)NC(=O)c1ccccc1	0.1	1	nt	-6	-6	-3	-0.2	2.3	1	-11
Cc1cc(Cl)ccc1OCCCC(=O)NCc1ccccn1	0.2	1.1	-17	-5	-5	5	-1.1	-1.5	1	-16
COc1cccc(C2=NCCc3cc4c(cc32)OCO4)c1OC	-0.1	1	-20	-1	-2	-10	-0.2	0.0	1	-7
CC(C)(C)OC(=O)NCC(=O)Oc1cc2oc(=O)cc(-c3ccccc3)c2cc1Cl	-0.4	1.1	5	-1	-2	-4	0.2	4.2	0.9	-2
COc1ccc(NC(=O)COC(=O)/C=C/c2ccc(OC)c(S(=O)(=O)N3CCOCC3)c2)cc1	-0.2	0.9	-5	-5	-2	57*	0.2	-0.3	1	26
